Source: PubChem BioAssay
AI-2 QS mod: modulates the Vibrio harveyi AI-2 quorum sensing system | Vibrio harveyi JMH597 AI-2 luminescence/OD600 ratio, 9 h; hits give low values; strain lacks LuxN and CqsS sensors; 0 = neutral-control median | activity change, % at 7.5 µM | actives 0.4% (n = 300,000) | AID 2094; in the data active = activity change below about -75%, passing the limit was not always enough;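 also: luminescence divided by OD600 gain over 9 h not by final OD600 alone; inactives centre near 13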
IEC-6 cytotox: counter-screen for KLF5 inhibitors: cytotoxicity in IEC-6 cells | IEC-6 cytotoxicity, luminescence viability | inhibition, % at 5 µM | actives 0.78% (n = 290,000) | AID 1825; in the data active = inhibition above about 22%;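 also: 0% = plate median of test compound wells and 100% = cytotoxic reference compound wells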
KLF5 inh: suppresses KLF5 promoter-driven expression | DLD-1 KLF5 promoter-luciferase reporter, luminescence | AID 1700 | inhibition, % at 5 µM | actives 0.23% (n = 290,000);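 active = inhibition above a per-plate limit of that plate's mean compound inhibition plus 3 SD, cut at about 60% in these data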;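 also: 0% = DMSO wells and 100% = LY294002 at 200 µM; higher means less KLF5 promoter-driven luciferase light; inactives centre near -14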
HSP90 inh: inhibitors of HSP90 luciferase refolding in rabbit reticulocyte lysate. actives 0.91% (n = 290,000). inhibition, % at 5.6 µM. luciferase refolding luminescence, 3 h;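 active = inhibition above the screen-wide mean plus 3 SD, computed separately per campaign, cut at about 16% in these data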;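 also: 0% = DMSO wells and 100% = 60 µM geldanamycin wells; inhibitors lower the luminescence because luciferase stays unfolded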
HSF1 activator: increases HSF-1 driven luciferase reporter signal; activation, % at 9 µM; actives 1.7% (n = 300,000); NIH3T3-HGL HSF-1 luciferase reporter, MG132, 8 h; 100% = twice DMSO control signal;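 active = mean replicate activation of at least 50% with a set share of replicates each reaching 50%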;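 also: 0% = median of the neutral control wells and 100% = twice that signal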
HSF1 inh: HSF1 inhibition; NIH3T3-HGL HSE-luciferase, MG132-induced, luminescence 8 h; hits give low values; activity change, negative = inhibition, % at 7.5 µM (by protocol); actives 0.77% (n = 300,000); AID 2098;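 active = more than half of replicate wells show activity change below -50%, luminescence cut by over half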;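 also: luciferase reports HSF-1 transcriptional activity via heat shock element; 0% = median of DMSO wells and -100% = zero luminescence signal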
Platelet DG rel: modulates dense granule release in human platelets; inhibition, %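 (compounds screened at 7.5 µM in platelet-rich plasma)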; actives 0.22% (n = 300,000); human platelet-rich plasma, SFLLRN dense granule ATP release, luminescence;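 active = mean replicate score, as percent of positive control, at or above 50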
aSyn UTR inh: MLPCN primary screen, SNCA 5' untranslated region; inhibition, % (tested at 7.5 µM); alpha-synuclein 5'UTR reporter, inhibitor activity; actives 0.82% (n = 300,000); AID 1813; in the data active = inhibition above about 60%;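 also: H4 neuroglioblastoma cells stably carrying SNCA 5'UTR luciferase fusion; 0% = DMSO wells and 100% = positive control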
HIF activator: HIF pathway transcriptional activation | actives 0.32% (n = 300,000) | activation, % at 7.5 µM (by protocol) | U2OS HRE-luciferase reporter, luminescence; normalized: DMSO 0%, desferrioxamine 100% | AID 1910;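 active = mean activation of at least 10% of the iron chelator positive control signal, with at least half of replicates also reaching 10%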
SKKanGAS inh: inhibitors of SKKanGAS S. pyogenes growth in kanamycin (SK-promoter or general growth effect); AID 1662; inhibition, % at 7.5 µM; BacTiter-Glo, 6 h; actives 1.3% (n = 300,000);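 active = mean replicate score, as percent of positive control median, at least 50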;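 also: strain carries kanamycin resistance gene driven by streptokinase promoter and grows in 40 µg/ml kanamycin; loss of luminescence reflects streptokinase promoter inhibition or plain growth inhibition; 0% = median of DMSO wells and 100% = positive control at its reference dose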
An asterisk follows results filed as active.

CN(C)S(=O)(=O)c1ccc(N2CCOCC2)c(C(=O)O)c1 was read as AI-2 QS mod 8.5, IEC-6 cytotox 4.5, KLF5 inh -12.3, HSP90 inh 4.6, HSF1 activator -4.2, HSF1 inh -9.8, Platelet DG rel -3.2, aSyn UTR inh 8.6, HIF activator 0.9 and SKKanGAS inh -11.0.
Screening COc1cccc(NC(=O)CN(C)C(=O)c2ccc(OCc3ccccc3)c(OC)c2)c1 returned AI-2 QS mod 29.3, HSF1 activator -22.7, HSF1 inh -2.8, Platelet DG rel 1.4, aSyn UTR inh 1.4, HIF activator 0.5 and SKKanGAS inh 8.4.
Screening COCCn1c(Cc2ccccc2)nnc1SCc1nc2ccccc2c(=O)[nH]1 returned AI-2 QS mod 29.0, IEC-6 cytotox 5.1, KLF5 inh -23.7, HSP90 inh -2.7, HSF1 activator 5.9, HSF1 inh -1.2, Platelet DG rel -0.1, aSyn UTR inh 17.1, HIF activator -0.3 and SKKanGAS inh 6.4.
COC(=O)c1c(Cc2ccccc2Cl)c[nH]c1C was read as AI-2 QS mod -9.8, IEC-6 cytotox 11.2, KLF5 inh -27.2, HSP90 inh 0.4, HSF1 activator 10.4, HSF1 inh -1.1, Platelet DG rel -1.9, aSyn UTR inh 22.7, HIF activator -0.2 and SKKanGAS inh 4.5.
Screening CCC(CC)C(=O)N1N=C(c2ccc(NS(C)(=O)=O)cc2)CC1c1ccc(C)cc1 (stereo unspecified) returned AI-2 QS mod 26.5, IEC-6 cytotox 5.2, KLF5 inh -15.1, HSP90 inh 2.2, HSF1 activator 48.2, HSF1 inh 12.3, Platelet DG rel -0.5, aSyn UTR inh -8.2, HIF activator -0.2 and SKKanGAS inh 1.8.
`CCOC(=O)c1sc2nc(Cc3ccc(Cl)cc3)[nH]c(=S)c2c1C` gave AI-2 QS mod 7.4, IEC-6 cytotox 5.2, KLF5 inh 0.9, HSP90 inh -1.0, HSF1 activator -5.1, HSF1 inh 3.1, Platelet DG rel 12.7, aSyn UTR inh 1.9, HIF activator 0.6 and SKKanGAS inh 57.8*.
`CN(CCCC1CCCC1)C(=O)CC1C(=O)NCCN1Cc1cccc(F)c1F` (stereo unspecified) gave AI-2 QS mod 16.0, IEC-6 cytotox -5.7, KLF5 inh 8.8, HSP90 inh 3.1, HSF1 activator 14.3, HSF1 inh 10.3, Platelet DG rel 3.3, aSyn UTR inh 16.9, HIF activator -0.4 and SKKanGAS inh 5.2.
Screening Cc1nn(-c2ccccc2)c2c1C(c1cccnc1)N1C=C(S(=O)(=O)N3CCCCC3)C=CC1=N2 (stereo unspecified) returned AI-2 QS mod 18.0, IEC-6 cytotox -10.3, KLF5 inh -9.3, HSP90 inh -1.9, HSF1 activator 3.4, HSF1 inh 10.5, Platelet DG rel -2.9, aSyn UTR inh -2.1, HIF activator 0.0 and SKKanGAS inh 7.1.
`O=C(O/N=C1\CCCc2ccccc21)C1CC1` gave AI-2 QS mod 2.8, IEC-6 cytotox 6.1, KLF5 inh 3.9, HSP90 inh 4.5, HSF1 activator -15.3, HSF1 inh -1.9, Platelet DG rel -0.9, aSyn UTR inh 24.2, HIF activator -0.2 and SKKanGAS inh 2.5.
For Cc1ccc(N(C(=O)C(F)(F)F)C(C(=O)NC2CCCCC2)c2cccs2)cc1C (stereo unspecified) the results were AI-2 QS mod 18.0, IEC-6 cytotox -10.0, KLF5 inh -8.3, HSP90 inh 0.5, HSF1 activator 35.9, HSF1 inh -5.1, Platelet DG rel -6.8, aSyn UTR inh 1.7, HIF activator -0.2 and SKKanGAS inh -4.4.
CCCCOc1ccc(/C=C/C(=O)OCC(=O)N2CC(=O)Nc3ccccc32)cc1OCC was read as AI-2 QS mod 13.2, IEC-6 cytotox -7.1, KLF5 inh 4.2, HSP90 inh 9.4, HSF1 activator 13.9, HSF1 inh 3.3, Platelet DG rel -11.5, aSyn UTR inh 4.0, HIF activator -1.0 and SKKanGAS inh 3.0.
Screening COCc1cc(C)nc(OC)c1C(N)=O returned AI-2 QS mod 18.8, IEC-6 cytotox 1.6, KLF5 inh -1.9, HSP90 inh -3.7, HSF1 activator 1.4, HSF1 inh -1.6, Platelet DG rel 0.1, aSyn UTR inh -3.0, HIF activator 0.6 and SKKanGAS inh -1.0.
CC(C)CNC(=S)NNC(=O)c1csc2c1CCCC2 was read as AI-2 QS mod 21.1, IEC-6 cytotox 2.3, KLF5 inh -41.0, HSP90 inh -1.9, HSF1 activator 8.6, HSF1 inh 0.3, Platelet DG rel -1.6, aSyn UTR inh -58.0, HIF activator 0.9 and SKKanGAS inh -0.4.
Screening Cc1csc(SCC(=O)Nc2oc(C)c3c(C)n[nH]c(=O)c23)n1 returned AI-2 QS mod 8.5, HSF1 activator -3.2, HSF1 inh -1.3, aSyn UTR inh 3.7, HIF activator 0.2 and SKKanGAS inh 0.2.
CCSC1=NCCN1C(=O)Cc1ccc(-c2ccccc2)cc1 was read as AI-2 QS mod 22.3, IEC-6 cytotox 3.6, KLF5 inh -11.6, HSP90 inh 4.6, HSF1 activator 8.6, HSF1 inh 3.7, Platelet DG rel 1.4, aSyn UTR inh -24.9, HIF activator 0.4 and SKKanGAS inh -1.3.
For Cc1nc2c(-c3ccccc3)c(C)[nH]n2c(=O)c1Cc1ccccc1 the results were AI-2 QS mod 7.7, IEC-6 cytotox 4.0, KLF5 inh -4.7, HSP90 inh -3.6, HSF1 activator -14.9, HSF1 inh -16.5, Platelet DG rel 3.7, aSyn UTR inh 15.6, HIF activator -0.8 and SKKanGAS inh 52.5*.
`O=C(COC(=O)C12CC3CC(CC(C3)C1)C2)Nc1ccc([N+](=O)[O-])cc1Br` gave AI-2 QS mod 14.2, IEC-6 cytotox -2.0, KLF5 inh -10.3, HSP90 inh -3.0, HSF1 activator -15.9, HSF1 inh 2.0, Platelet DG rel -1.0, aSyn UTR inh 14.9, HIF activator 0.0 and SKKanGAS inh 5.3.
Screening O=C(O)c1cc(N/N=C/c2ccc(-c3ccc(F)cc3)o2)ccc1Cl returned AI-2 QS mod 26.8, IEC-6 cytotox -3.5, KLF5 inh -38.5, HSP90 inh 2.9, HSF1 activator 1.0, HSF1 inh 3.3, Platelet DG rel 2.1, aSyn UTR inh -47.9, HIF activator 1.4 and SKKanGAS inh 22.8.
For CN(C(=O)COC(=O)c1cc(F)c(F)cc1Cl)c1ccccc1 the results were AI-2 QS mod 1.5, IEC-6 cytotox -4.8, KLF5 inh -9.9, HSP90 inh 3.6, HSF1 activator -14.6, HSF1 inh 3.3, Platelet DG rel -3.1, aSyn UTR inh -8.9, HIF activator -0.4 and SKKanGAS inh 0.9.
Screening Cc1cc(NC(=O)CN2CCN(c3ccccc3O)CC2)no1 returned AI-2 QS mod 7.7, IEC-6 cytotox -1.9, KLF5 inh -25.3, HSP90 inh 2.8, HSF1 activator 3.8, HSF1 inh -6.1, Platelet DG rel 0.2, aSyn UTR inh 20.5, HIF activator 0.2 and SKKanGAS inh -5.0.
Screening Cc1cc(-c2onc3ccc(Cl)cc23)ccc1O returned AI-2 QS mod -5.0, IEC-6 cytotox -1.2, KLF5 inh -7.8, HSP90 inh -2.7, HSF1 activator 29.0, HSF1 inh -2.0, Platelet DG rel 1.4, aSyn UTR inh -91.3, HIF activator -0.3 and SKKanGAS inh 3.9.
Screening O=S(=O)(c1ccc(N2CCCC2)nc1)N1CCOCC1 returned AI-2 QS mod 12.1, IEC-6 cytotox 0.9, KLF5 inh -10.2, HSP90 inh 1.6, HSF1 activator -9.2, HSF1 inh -1.9, Platelet DG rel 0.4, aSyn UTR inh 3.0, HIF activator -0.6 and SKKanGAS inh 5.7.
CCCCOCCCNC(=O)c1cccc(OC)c1 was read as AI-2 QS mod 8.6, IEC-6 cytotox -1.0, KLF5 inh -18.7, HSP90 inh -1.4, HSF1 activator 4.5, HSF1 inh 12.0, Platelet DG rel 5.2, aSyn UTR inh -11.6, HIF activator 0.4 and SKKanGAS inh -1.6.
Screening CCCCCN(C(=O)CCC(=O)OCc1cccc(C(F)(F)F)c1)c1c(N)n(CCCC)c(=O)[nH]c1=O returned AI-2 QS mod 16.7, IEC-6 cytotox -2.2, KLF5 inh -5.0, HSP90 inh 4.0, HSF1 activator -3.4, HSF1 inh -2.1, Platelet DG rel 11.3, aSyn UTR inh 10.4, HIF activator -0.3 and SKKanGAS inh 2.7.
`Cc1[nH]c(=O)c(C#N)c(C)c1CCC(=O)NCc1cccc(C(F)(F)F)c1` gave AI-2 QS mod 10.5, IEC-6 cytotox 0.3, KLF5 inh -24.3, HSP90 inh 0.6, HSF1 activator 18.0, HSF1 inh 0.0, Platelet DG rel 17.4, aSyn UTR inh 18.4, HIF activator 0.2 and SKKanGAS inh -2.4.
Screening CCN(CCCCCN(C)C)Cc1cc2ccccc2o1 returned AI-2 QS mod 11.8, IEC-6 cytotox 4.9, KLF5 inh -50.2, HSP90 inh 0.5, HSF1 activator 2.5, HSF1 inh 2.6, Platelet DG rel -12.4, aSyn UTR inh -3.2, HIF activator 684.5* and SKKanGAS inh -1.1.
For C/C(=N\NC(=O)c1ccc(CSc2nncn2C)cc1)c1ccc(C#N)cc1 the results were AI-2 QS mod 30.1, IEC-6 cytotox 8.3, KLF5 inh -46.6, HSP90 inh 5.2, HSF1 activator 4.8, HSF1 inh 7.4, Platelet DG rel 10.5, aSyn UTR inh 2.9, HIF activator 0.3 and SKKanGAS inh 5.4.
Screening N#Cc1ccc(Oc2cccc3cccnc23)c([N+](=O)[O-])c1 returned AI-2 QS mod 8.0, IEC-6 cytotox 10.9, KLF5 inh -20.4, HSP90 inh 2.3, HSF1 activator -8.5, HSF1 inh -1.4, Platelet DG rel 0.8, aSyn UTR inh 14.2, HIF activator 0.0 and SKKanGAS inh 1.4.
For O=C(CNC(=O)c1cccc(Br)c1)N/N=C/c1cccnc1 the results were AI-2 QS mod 16.2, IEC-6 cytotox -2.6, KLF5 inh -18.9, HSP90 inh -2.2, HSF1 activator -1.7, HSF1 inh 4.9, Platelet DG rel 4.5, aSyn UTR inh 15.4, HIF activator 0.0 and SKKanGAS inh 1.8.
`COc1ccc(C(=O)NCC(=O)OCC(=O)c2cc(OC)c(OC)c(OC)c2)cc1OC` gave AI-2 QS mod 12.9, IEC-6 cytotox -12.1, KLF5 inh -52.9, HSP90 inh 2.9, HSF1 activator -6.9, HSF1 inh -0.1, Platelet DG rel -3.5, aSyn UTR inh -1.9, HIF activator -0.4 and SKKanGAS inh 0.4.
Screening O=C(Cc1ccsc1)N1CCN(S(=O)(=O)c2cc(C(F)(F)F)cc(C(F)(F)F)c2)CC1 returned AI-2 QS mod 31.9, IEC-6 cytotox 2.7, KLF5 inh -1.3, HSP90 inh -2.9, HSF1 activator 8.4, HSF1 inh -3.4, Platelet DG rel 0.8, aSyn UTR inh 20.6, HIF activator -0.6 and SKKanGAS inh -1.2.
O=C(O)C1CCCCC1C(=O)Nc1ccc(F)c(F)c1 (stereo unspecified) was read as AI-2 QS mod 2.2, IEC-6 cytotox 7.5, KLF5 inh 18.1, HSP90 inh 2.1, HSF1 activator 5.3, HSF1 inh -2.6, Platelet DG rel 1.4, aSyn UTR inh 1.0, HIF activator 0.0 and SKKanGAS inh 19.9.
